UDG counterscr: blocks uracil-DNA glycosylase in AID counter-screen | FRET deamination/UDG coupled assay, UDG read, 4 h | Potency, µM (top dose mostly 115 µM), inactives show top-dose activity change, negative = inhibition, actives largely listed as inhibitors | AID 1347430 | 0.14% of 91,000 active; note: nearly all actives have a fitted effect of over 65% in size
AID inh: inhibitors of human activation induced cytidine deaminase. Potency, µM (doses to about 115 µM), for inactives: at the top dose activity change, negative = inhibition, usual class: inhibitors. AID 1347428. Q9GZX7. AID deamination FRET fluorescence, UDG-coupled, 4 h. 0.32% of 91,000 active; note: nearly all actives have a fitted effect of over 25% in size
Target sequence (Q9GZX7 whole entry, looked up): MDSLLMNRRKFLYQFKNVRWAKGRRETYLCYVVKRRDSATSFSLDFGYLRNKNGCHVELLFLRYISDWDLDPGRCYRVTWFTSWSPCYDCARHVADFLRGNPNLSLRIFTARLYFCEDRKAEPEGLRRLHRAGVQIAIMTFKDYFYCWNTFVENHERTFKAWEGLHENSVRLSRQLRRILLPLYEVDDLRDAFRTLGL
Starred values were filed as active, the others as inactive; ? = inconclusive; [ ] = another dose, or the depositor's remark. Calls come from the whole dose curve; as a rule, active = well fitted curve in the direction sought with a large enough effect; inconclusive = small, poorly fitted or top-dose-only effect, or another doubt; inactive = no such curve, though single readings can be large; an effect the other way counts as inactive or inconclusive. % is set by controls: 0 for no effect and ±100 for the full control effect; potency is the fitted concentration of half-maximal effect.

Under each structure: UDG counterscr | AID inh
1: CCCOc1ccc(NC(=O)CC2C(=O)N(c3ccc(OC)cc3)C(=O)N2CCc2ccncc2)cc1 (centres undefined)
    6%[57.5 µM] | 5%
2: NS(=O)(=O)c1ccc(CCNC(=O)CCCCCn2c(=O)[nH]c3ccccc3c2=O)cc1
    -24% | -24%
3: COc1cc(/C=C/C(=O)OCCOc2ccc(Br)cc2)ccc1O
    -3% | -4%
4: O=C(Nc1ccccc1O)c1cc(-c2ccccc2)nc2ccccc12
    1% | 3%
5: CC(O)CSc1nc2c(c(=O)n(C)c(=O)n2C)n1Cc1ccc(Cl)cc1 (centres undefined)
    2% | -20%
6: O=C(CC12CC3CC(CC(Br)(C3)C1)C2)OC(C(=O)c1c[nH]c2ccccc12)c1ccccc1 (centres undefined)
    -8% | -10%
7: CCOC(=O)c1cc(S(=O)(=O)N2CCN(c3ccc(C(C)=O)cc3)CC2)[nH]n1
    -17% | 8%
8: CCCN(C(=O)Cc1nc(-c2ccc(OC)cc2)no1)c1ccccc1C
    -3% | ?
9: CCCc1nn2c(=O)cc(COC(=O)c3cccc(NC(=O)c4cccs4)c3)nc2s1
    -21% | ?
10: CCOc1ccc(CCNC(=O)c2ccc(-c3nc(COc4ccc(C)cc4)c(C)o3)cc2)cc1
    -11% | -10%
11: Cc1cccc(-c2cc(C(=O)Nc3cccc(C(F)(F)F)c3)[nH]n2)c1O
    -7% | -7%
12: O=C(Nc1cccnc1Cl)c1cc(-c2ccc(Cl)cc2)on1
    9% | 10%
13: COc1ccc2oc(-c3ccc(NC(=O)c4ccc(Br)o4)cc3)nc2c1
    -6% | -7%
14: N#Cc1nc(C2CC2)oc1N1CCN(C(=O)c2ccc[nH]c2=O)CC1
    5% | -1%
15: CCc1c(C)sc(NC(=O)Cc2ccc(Cl)cc2Cl)c1C#N
    -1% | 10%
16: O=S(=O)(c1ccccc1)n1nc(-c2ccc(Cl)cc2)nc1NCc1ccc(F)cc1
    -8% | 35%[activator]
17: Cc1noc2ncnc(N3CCN(c4ccccc4F)CC3)c12
    -1% | -11%
18: CC(C)(C)c1ccc(OCCOc2ccccc2/C=C(/C#N)C(N)=O)cc1
    -6% | -17%
19: CC1(C)COCCN1C(=O)c1cccc(CN2CCCC2)c1
    -9% | -3%
20: CC1(C)CC(=O)C/C(=N/NC(=O)c2cccc(Br)c2)C1
    0% | -1%
21: CCN(CC)CCNC(=O)c1cn(CC)c2ccc(S(=O)(=O)N3CCc4ccccc4C3)cc2c1=O
    -5% | -10%
22: Cc1ccc(CN(C(=O)COc2ccc(Cl)cc2Cl)C2CCS(=O)(=O)C2)o1 (centres undefined)
    -12% | -4%
23: N#Cc1c(NC(=O)CS(=O)(=O)c2ccc(Cl)cc2)sc2c1CCCCC2
    0% | -1%
24: Cc1ccc(CNc2nc3ccccc3n3cnnc23)cc1
    -12% | -4%
25: CC(C)c1ccccc1NC(=O)CN(c1ccccc1)S(=O)(=O)N(C)C
    0% | -2%
26: CC(=O)c1ccc(C(=O)N(Cc2cccs2)Cc2cccs2)s1
    -18% | -22%
27: Cn1nnnc1SCCNCc1ccc(OCc2ccccc2Cl)cc1
    -24% | -63%
28: COc1cccc(-c2csc(-c3nc(-c4ccc(C)cc4C)cs3)n2)c1
    -13% | -16%
29: CCN(c1ccccc1)S(=O)(=O)c1c(C)nc2scc(C)n2c1=O
    2% | -2%
30: CC1CCN(S(=O)(=O)c2ccc3c(c2)N(CC(=O)NCCCN2CCCCC2)C(=O)CS3)CC1
    0% | 7%
31: CCC(C)C(=O)NCc1ccc(COC(C)C)cc1 (centres undefined)
    2% | 3%
32: O=C(Cc1ccc(Cl)cc1)NNC(=O)C1CCCCC1
    0% | -14%
33: O=C(c1cccs1)N1CCCCCCC1
    3% | -5%
34: O=[N+]([O-])c1ccc(NS(=O)(=O)c2ccc(I)s2)c([N+](=O)[O-])c1
    -4% | ?
35: CCc1ccc(NS(=O)(=O)c2ccc(NC(=O)N3CCCC3)cc2)cc1
    0%[57.5 µM] | 14%[57.5 µM]
36: COc1ccc(C(=O)Nc2ccc(C3(C)CC=NO3)cc2)cc1 (centres undefined)
    9% | 5%
37: CC(=O)NC(C)c1nc2ccccc2n1Cc1ccccc1Cl (centres undefined)
    -8%[57.5 µM] | 5%
38: CCOc1ccc(C(=O)Oc2c(Sc3ccccc3)c(C)nn2C(C)(C)C)cc1OCC
    ? | 8%
39: Cc1cc(C)c2nc(-c3ccccn3)cc(C(=O)Nc3cc(C)on3)c2c1
    12% | 29%
40: O=C(Nc1ccc2oc(-c3ccc4ccccc4c3)nc2c1)c1cc(Cl)ccc1Cl
    -7%[57.5 µM] | 23%
41: CC(=O)c1ccccc1NCC(=O)Nc1ccc(C#N)cc1
    3% | -3%
42: O=C(CN1c2cccc3cccc(c23)S1(=O)=O)Nc1ccc(S(=O)(=O)N2CCCC2)cc1
    -7% | 25%
43: CCCCNc1oc(/C=C/c2ccc(OC)c(OC)c2)nc1C#N
    -2% | -10%
44: CCCc1cc(C(=O)Nc2ccc(Br)cc2)no1
    -3% | -6%
45: CCCNC(=S)NC(C)C12CC3CC(CC(C3)C1)C2 (centres undefined)
    -2% | -11%
46: Cc1ccc2c(c1)c(=O)c(S(=O)(=O)c1ccc(C)c(C)c1)cn2CC(=O)Nc1ccccc1
    -14% | ?
47: Cc1cc(C)cc(OC(=O)/C=C/c2nc3ccccc3s2)c1
    -3% | -6%
48: CN(Cc1nc2ccccc2s1)c1ncc(C(F)(F)F)cc1Cl
    -3% | -16%
49: COc1cc(NC(=O)c2cc(S(=O)(=O)N3CCCCC3)c[nH]2)cc(OC)c1OC
    0% | 8%
50: O=C(Nc1ccc2c(c1)CCC2)c1cc(Cl)ccc1Cl
    -3% | -5%
51: CC1(C(=O)OCC(=O)c2ccc3ccccc3c2)CC1(Cl)Cl (centres undefined)
    -4% | 9%
52: Cc1ccc(-c2noc(-c3cccc(Cl)c3)n2)cc1
    0% | 5%
53: Cc1c(C(=O)OCc2ccccc2)[nH]c2c1C(=O)CC(c1ccc(N(C)C)cc1)C2 (centres undefined)
    -1% | 3%
54: Cc1cc(C)c2c(CC(=O)Nc3cc(C(F)(F)F)ccc3Cl)coc2c1
    -1% | 1%
55: CN(C(=O)c1ccc2c(c1)NC(=O)CS2)c1ccccc1
    -2% | -2%
56: Cc1ccccc1NC(=O)c1sc2nc3c(cc2c1N)CN(Cc1ccccc1)CC3
    8% | 148%[activator]
57: CN1CCN(c2ncnc3c2cnn3-c2cccc(Cl)c2)CC1
    10% | -13%
58: O=C(NCc1cccn1Cc1ccccc1)Nc1cccc(C(F)(F)F)c1
    2% | 2%
59: O=C(CN1CCCCC1)Nc1nc(-c2ccccc2)c(-c2ccccc2)s1
    4% | -2%
60: CN(Cc1ccc2c(c1)OCO2)C(=O)c1cccc(OCc2ccccc2)c1
    -5% | -15%

The list continues:
Under each structure: UDG counterscr | AID inh
61: O=C(Cn1cc(C(F)(F)F)cc(Cl)c1=O)Nc1cc(Cl)ccc1F
    9% | -5%
62: COc1ccc(Br)c(C(=O)Nc2cc3c(cc2N2CCCCC2)n(C)c(=O)c(=O)n3C)c1
    19% | 32%[activator]
63: Cc1ccc(-c2cc(C(=O)NCc3cnn(C)c3C)c3ccccc3n2)cc1C
    0% | 18%
64: CCc1nn(CC(=O)NCC(C)c2ccccc2)c(=O)c2cc3occc3n12 (centres undefined)
    -10% | -17%
65: CCSc1nnc2c(n1)OC(c1ccc(OCC(=O)O)cc1)Nc1ccccc1-2 (centres undefined)
    8% | -6%
66: O=C(CN1C(=O)CCc2cc(S(=O)(=O)N3CCCCC3)ccc21)NCc1ccc(Cl)cc1
    9% | 1%
67: C=CCNC(=O)CNC(c1ccccc1)c1ccccn1 (centres undefined)
    7% | 9%
68: CCN(CCCNC(=O)c1cc2cc3cc(OC)ccc3nc2s1)c1ccccc1
    -19% | 66%[activator]
69: COc1cc(NC(=O)c2cc(-c3cccc(OC)c3)n[nH]2)cc(OC)c1
    ? | 10%
70: COc1ccc(Cl)cc1NC(=O)c1ncn(-c2ccccc2)n1
    -4% | 1%
71: CCCC(CCC)C(=O)Nc1cccc(C(=O)NCC(C)C)c1
    2% | 0%
72: N#CCCn1cc(C(=O)CN2C(=O)NC3(CCCC3)C2=O)c2ccccc21
    6% | -1%
73: COc1ccc(C(C)=O)cc1CC(=O)OCc1ccc(C#N)cc1
    6% | -1%
74: OCCNc1nc(Nc2ccc(Br)cc2)nc2nccnc12
    -4% | ?
75: OB(O)c1cccc2c1sc1ccccc12
    1% | -1%
76: Cc1ccc2c(=O)cc(C(=O)N3CCC(Cc4ccccc4)CC3)oc2c1
    -10% | ?
77: Cc1ccc(Nc2nc(-c3cc4cc(Br)ccc4oc3=O)cs2)cc1
    6% | 2%
78: Cc1nn(CCCC(=O)NCc2ccc(OC(C)C)cc2)c(=O)c2c1sc1ccccc12
    12% | 10%
79: Cc1cc(C)c(NC(=O)c2ccc3nc(C(C)C)oc3c2)c(C)c1
    6% | -8%
80: C/C(Cc1ccccc1)=N\NC(N)=S
    -6% | -9%
81: CCn1c(CNC(=O)C23CC4CC(CC(C4)C2)C3)nnc1SCC(=O)Nc1ccccc1
    8% | -5%
82: CC(C)C1NC(=O)N(Cc2cc(F)cc3cccnc23)C1=O (centres undefined)
    -6% | -8%
83: COc1ccc(NC(=O)CN(C)S(=O)(=O)c2ccc3c(c2)c(=O)n(C)c(=O)n3C)cc1
    -2% | 13%
84: Cn1nc(-c2ccccc2F)c2cc(C(=O)NCCc3ccc(Cl)cc3)sc21
    -12% | -27%
85: O=C(CSc1nc2c([nH]c3ccccc32)c(=O)n1-c1ccc(F)cc1)NCC1CCCO1 (centres undefined)
    -7% | 6%
86: Cc1coc2cc3oc(=O)c(CC(=O)N4CCCCC4)c(C)c3cc12
    7% | 8%
87: Cc1ccc2c(CCNC(=O)c3cnccn3)c[nH]c2c1
    4% | 5%
88: COC(=O)c1ccc(OC)cc1OCc1ccc(C#N)cc1
    2% | -2%
89: O=C(NCc1ccc(Cl)cc1)C1CCN(S(=O)(=O)c2ccc(F)cc2)CC1
    -12% | 1%
90: CCOCCCn1c(=N)c(C(=O)NCc2cccnc2)cc2c(=O)n3cc(C)ccc3nc21
    -6% | 38%[activator]
91: Cc1cc(C)c2oc(C(=O)N3CCN(c4cccc(Cl)c4)CC3)cc(=O)c2c1
    -1% | 2%
92: NC(=O)[C@@H]1CCCN1C(C(=O)O)c1cn(CCC(=O)O)c2cc(Br)ccc12 (some centres undefined)
    -3% | -9%
93: CCc1ccc(CNCC(O)c2ccccc2)cc1 (centres undefined)
    -11% | -11%
94: Cc1ccc(-n2nc(CO)c(C(=O)NC(C)c3ccccc3)n2)cc1C (centres undefined)
    -3%[57.5 µM] | 34%[activator]
95: CCOc1ccccc1N(CC)C(=O)c1noc2c1COc1ccc(C)cc1-2
    -7% | ?
96: CCCN(CCC)CCCNC(=O)c1nn(C)c2c1CS(=O)(=O)c1ccccc1-2
    1% | 12%
97: CCCCn1c(CCNC(=O)c2cccs2)nc2ccccc21
    -5% | -9%
98: CCCCCOc1nc2ccccc2nc1NS(=O)(=O)c1ccccc1
    ? | -26%
99: CCOc1ccc(NC(=O)CSc2ccc(-c3sc(-c4ccccc4)nc3C)nn2)cc1
    3% | 3%
100: Cc1nc2ccccc2c(=O)n1-c1ccc(NC(=O)c2ccccc2[N+](=O)[O-])cc1
    22% | -3%
101: COc1ccccc1C1=NS(=O)(=O)N(C)C(C(=O)N2CCCCC2C)=C1 (centres undefined)
    -8% | ?
102: CCNC(=O)NC(=O)CN(C)Cc1ccc(C2CC2C)o1 (centres undefined)
    2% | 7%
103: Fc1ccc(Cc2cn3cc(-c4ccc(Cl)cc4)nc3s2)cc1
    -5% | 4%
104: Cc1c(CNC2CCCCC2)c(C(=O)O)c(C)n1Cc1ccccc1F
    6% | 24%
105: O=C1CC(C(=O)Nc2ccc(Cl)cc2)c2ccc(F)cc2N1 (centres undefined)
    -3% | -4%

Entries of single compounds as entered above:
Fc1ccc(Cc2cn3cc(-c4ccc(Cl)cc4)nc3s2)cc1 in the list: UDG counterscr: -5%; AID inh: 4%
CCOc1ccccc1N(CC)C(=O)c1noc2c1COc1ccc(C)cc1-2 in the list: UDG counterscr: -7%; AID inh: ?

Shown as a markdown table: part of the list above
| nr | Molecule | UDG counterscr | AID inh |
| --- | --- | --- | --- |
| 102 | CCNC(=O)NC(=O)CN(C)Cc1ccc(C2CC2C)o1 (centres undefined) | 2% | 7% |
| 103 | Fc1ccc(Cc2cn3cc(-c4ccc(Cl)cc4)nc3s2)cc1 | -5% | 4% |
| 104 | Cc1c(CNC2CCCCC2)c(C(=O)O)c(C)n1Cc1ccccc1F | 6% | 24% |

(further entries)
Under each structure: UDG counterscr | AID inh
106: COCCNc1nc(-c2ccsc2)nc2ccccc12
    -6% | 2%
107: Cc1cccc(Cn2c(CN3CCC(C(=O)NCc4cccnc4)CC3)cc3ccccc32)c1
    -24%[57.5 µM] | -19%
108: COc1ccccc1NC(=O)c1ccc2oc(=O)c(S(=O)(=O)c3ccccc3)cc2c1
    -3% | 25%
109: Cc1cccc(C(C)C)c1NC(=O)C1CCCN1S(=O)(=O)c1cccc2nsnc12 (centres undefined)
    -7%[57.5 µM] | 52%[activator][57.5 µM]
110: Cc1ccc(C(=O)c2cn(Cc3cc(C)ccc3C)c3nc(C)ccc3c2=O)cc1
    -12% | ?
111: CC(C)OCCCn1c(SCc2ccccc2Cl)nc2c(sc3ccccc32)c1=O
    -9% | 5%
112: O=C(c1cccc(S(=O)(=O)NC2CC2)c1)N1CCN(c2ccccc2F)CC1
    -6% | -2%
113: COc1ccc(CNC(=O)C2CCN(S(=O)(=O)c3ccc4c(ccn4C)c3)CC2)cc1
    -3% | -7%
114: C=C(C)COc1ccc2c(C)c(CCC(=O)Nc3nc4ccccc4[nH]3)c(=O)oc2c1
    2% | 6%

Bioassay records (PubChem BioAssay)

The list is partial; the hit share may differ from the screen's.
